Bioassay records (PubChem BioAssay)
TDP1 block: blocks human tyrosyl-DNA phosphodiesterase 1. Q9NUW8. recombinant TDP1, AlphaScreen DNA substrate cleavage. Potency, µM (series often up to 130 µM), inactives show at the highest dose activity change, negative = inhibition, hits mostly inhibitors. 350,000 tested, 0.28% active. AID 485290; note: nearly all actives have a fitted effect of over 40% in size
Target sequence (Q9NUW8 whole entry, looked up): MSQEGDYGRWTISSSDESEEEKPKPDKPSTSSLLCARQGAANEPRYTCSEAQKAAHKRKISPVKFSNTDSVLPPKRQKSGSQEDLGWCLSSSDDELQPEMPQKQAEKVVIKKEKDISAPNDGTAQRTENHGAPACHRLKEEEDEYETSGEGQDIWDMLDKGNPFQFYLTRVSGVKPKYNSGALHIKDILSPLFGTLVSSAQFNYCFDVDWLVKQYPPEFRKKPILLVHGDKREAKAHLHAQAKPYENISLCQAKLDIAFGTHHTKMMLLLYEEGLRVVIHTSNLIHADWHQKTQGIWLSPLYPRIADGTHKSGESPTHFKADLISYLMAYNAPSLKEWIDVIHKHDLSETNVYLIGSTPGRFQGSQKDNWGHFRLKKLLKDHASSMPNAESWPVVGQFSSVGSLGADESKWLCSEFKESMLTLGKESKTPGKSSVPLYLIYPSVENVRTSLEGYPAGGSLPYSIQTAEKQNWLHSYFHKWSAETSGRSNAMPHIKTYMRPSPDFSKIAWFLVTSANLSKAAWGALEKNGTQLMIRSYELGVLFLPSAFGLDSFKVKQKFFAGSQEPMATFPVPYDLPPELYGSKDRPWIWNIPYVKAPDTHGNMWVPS
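Steps: enzyme plus compound, 15 min RT; add biotin/phosphotyrosine-FITC oligonucleotide (15 nM final), react 5 min; add donor/acceptor beads (10 ug/ml final), 10 min; read AlphaScreen. Tdp1 at 1 nM final.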
TDP1 cell CPT: DT40-hTDP1 cell growth loss with CPT; chicken DT40 Tdp1-/-;hTDP1 cells + 20 nM CPT, ATP luminescence, 48 h; Potency, µM (top dose mostly 46.2 µM), without a hit: at the top dose activity change, negative = growth inhibition, hits mostly inhibitors; 420,000 tested, 12% active; note: nearly all actives have a fitted effect of over 55% in size
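Chicken DT40 Tdp1-/- cells stably complemented with human TDP1 were seeded at 400 cells/well in medium containing 20 nM camptothecin, exposed to pin-transferred compounds, and grown at 37 °C for at least 48 hr. Viability was read as ATP luminescence.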
TDP1 cell noCPT: qHTS for Inhibitors of human tyrosyl-DNA phosphodiesterase 1 (TDP1): qHTS in cells in absence of CPT; DT40 Tdp1-/- hTDP1 cells, no CPT, ATP luminescence, 48 h; AID 686978, 2013; 420,000 tested, 15% active; Potency, µM (top dose mostly 46.2 µM), inactives show top-dose activity change, negative = growth inhibition, hits mostly inhibitors; note: nearly all actives have a fitted effect of over 55% in size
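Stably hTDP1-transfected Tdp1-null chicken DT40 cells were treated with library compounds minus camptothecin and grown for at least 48 hr at 37 °C, after which cellular ATP was quantified by luminescence.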
An asterisk follows results filed as active; ? = inconclusive; . = not tested or not shown; [ ] = dose if it differs, or a comment. Calls come from the whole dose curve; as a rule, active = well fitted curve in the direction sought with a large enough effect; inconclusive = small, poorly fitted or top-dose-only effect, or another doubt; inactive = no such curve, though single readings can be large; an effect the other way counts as inactive or inconclusive. % is set by controls: 0 for no effect and ±100 for the full control effect; potency is the fitted concentration of half-maximal effect.

Results follow in this order: TDP1 block	TDP1 cell CPT	TDP1 cell noCPT
- Cc1ccccc1-c1cc2nc(Oc3cccc(F)c3)n(C)c(=O)c2s1
    .	?	?
- CCN(CC)C(=O)c1ccc2c(=O)n(Cc3ccc4c(c3)OCO4)c(=S)[nH]c2c1
    .	14.6µM*	20.6µM*
- CCS(=O)(=O)N1CCN(C(=O)c2cccc(OC)c2)CC1
    4.2%	-13.3%	-9.3%
- CC(C)C[C@@H](CN1CCC[C@H]1CN1C(=O)C(=O)NC[C@@H]1Cc1ccc(O)cc1)N1C[C@H](Cc2ccc(O)cc2)N(CC2CCCCC2)C(=O)C1=O
    .	-0.3%	-2.4%
- COCCNC(=O)CCN1N=C(c2ccccc2)CCC1=O
    .	5.9%	-4.5%
- Cc1ccc(-n2c(=O)c3c4c(sc3n(Cc3cccc(Cl)c3)c2=O)CCC4)cc1C
    2.9%	?	-17.3%
- CCN(CC)S(=O)(=O)c1ccc(NS(=O)(=O)c2ccc(F)cc2)cc1
    7.0%	-14.0%	-6.7%
- Cc1ccc(/C(N)=N/OC(=O)c2ccco2)cc1
    2.2%[56.1 µM]	?	-18.6%
- COc1nc(N(C)S(=O)(=O)c2ccc(C)cc2)nc(C)c1Br
    .	?	?
- CCS(=O)(=O)Nc1cccc(C(=O)O)c1
    .	2.3%	-1.2%
- CN(C)c1ccc(NC(=O)Cn2cc(S(=O)(=O)Cc3ccccc3Cl)c3ccccc32)cc1
    3.7%	?	8.2µM*
- C=CCNc1cc(N2CCCC2)ccc1[N+](=O)[O-]
    0.6%	-4.6%	?
- O=C1CC(c2cccc(Cl)c2)CC(O)=C1C=Nc1cccc(Cl)c1 (centres undefined)
    1.8%	8.5%	1.7%
- C=CCn1c(SCC(=O)N(C)C2CCS(=O)(=O)C2)nc2ccccc2c1=O (centres undefined)
    2.7%	2.1%	-6.2%
- COc1ccc(Cn2c(=O)[nH]c3cc(C(=O)NCCCN4CCCC4)ccc3c2=O)cc1
    0.0%	-1.9%	-8.1%
- CN(C)C(=O)C[n+]1ccc(/C=N/O)cc1
    0.0%	?	8.5%
- CC(=O)N(C)C[C@H]1Oc2cc(Br)ccc2S(=O)(=O)N([C@H](C)CO)C[C@@H]1C
    .	0.3%	1.0%
- N#C/C(=C/c1ccc(OCc2ccccc2)cc1)C(=O)NC1CCCCC1
    2.8%	0.8%	-20.7%
- Cn1c(SCC(=O)c2ccccc2)nnc1-c1ccco1
    2.2%	-10.6%	-11.3%
- C/C(=C\C(=O)c1ccccc1)NNc1nc2ccccc2s1
    6.2%	?	?
- COc1ccc(OCCNC(=O)c2cc(C3CC3)nc3c2cnn3C(C)C)cc1
    1.0%	?	?
- COCCCNC(=O)CCCn1c(=O)c2ccccc2n(CC(=O)Nc2c(C)cccc2C)c1=O
    -1.1%	-2.4%	-15.9%
- CN1C(=O)NC(=O)C1c1ccccc1 (centres undefined)
    .	2.9%	-21.1%
- Cc1cccc(NC(=O)c2onc3c2CCCC3)n1
    -1.3%	9.2µM*	?
- O=C(Cc1cccs1)NCc1ccc2c(c1)OCO2
    -1.1%	-3.2%	-18.2%
- COc1ccc(C(=O)c2c3ccc(C(F)(F)F)cc3[n+]([O-])n2CCCN)cc1
    3.2%	?	?
- COc1cccc(Nc2nc(C(C)N)cs2)n1 (centres undefined)
    .	13µM*	?
- CCCCC(=O)NNC(=S)NC(=O)CCC
    -1.1%	?	?
- Cc1ccc2c(NC(=O)c3ccco3)cccc2n1
    1.9%	1.6%	21.0%
- Cc1csc(=O)n1CC(=O)OCC(=O)Nc1ccc(Cl)cc1F
    .	-17.3%	-22.8%
- Cc1cccc(C(C)C)c1NC(=O)Cn1c(=O)oc2cc(S(=O)(=O)N3CCCC3)ccc21
    7.6%	18.4µM*	14.6µM*
- CCOc1ccc(CCN2C(=O)c3cccnc3C2=O)cc1OCC
    -7.7%	2.0%	-19.1%
- CS(=O)(=O)c1ncc(Cl)c(C(=O)Nc2c(C(=O)c3ccc(Cl)cc3)oc3ccccc23)n1
    0.0%	?	3.4%
- COc1ccc(OC)c(C2N(c3cc(C)on3)C(=O)C3CCCN32)c1 (centres undefined)
    2.9%	-11.0%	-10.5%
- Cc1cc([N+](=O)[O-])ccc1-c1ccc(/C=N/NC(=O)Cc2ccccc2)o1
    0.6%	?	?
- COC(=O)CC1(c2ccccc2)C(=O)c2ccccc2C1=O
    2.5%	1.2%	13.1%
- CCOc1ccc(S(=O)(=O)NCCC(=O)N(C)Cc2ccc(C)o2)cc1
    .	11.8%	1.3%
- COc1ccc(OC)c(C(c2nnnn2CCC(C)C)N2CCN(C(=O)c3ccco3)CC2)c1 (centres undefined)
    -4.2%	-15.6%	-16.9%
- COc1ccc(CNC(=O)Cn2nc([N+](=O)[O-])c(Br)c2C)cc1OC
    .	-2.4%	-18.2%
- O=C(C1CCN(Cc2ccc(Cl)cc2)CC1)N1CCN(Cc2ccc3c(c2)OCO3)CC1
    3.9%	23.1µM*	?
- CC(C)COC(=O)CCn1[nH]c(=O)c2ccccc2c1=O
    -1.0%	2.1%	-3.2%
- COc1cc(CNC(C)(C)CO)cc(Br)c1OCc1ccccc1
    -2.7%	?	?
- COc1ccccc1NC(=O)C(CC=C(Cl)Cl)C(C)=O (centres undefined)
    -2.0%	-15.3%	?
- O=C(CCN1C(=O)c2ccc([N+](=O)[O-])cc2C1=O)Nc1ccccc1C(=O)O
    .	-2.4%	-17.0%
- COc1ccc(-c2nn(-c3ccccc3)cc2C(=O)Nc2ccccc2OC)cc1
    .	16.4µM*	20.6µM*
- O=C(CNC(=O)c1ccc(S(=O)(=O)N2CCCC2)cc1)N/N=C/c1ccc(F)cc1
    5.0%	?	?
- COc1ccc(C(=O)Nc2ccc(N3CCN(C(=O)c4cccs4)CC3)cc2)cc1Br
    2.4%	20.6µM*	18.4µM*
- CCOC(=O)/C=C1\SCC(=O)N1CC(=O)NC12CC3CC(CC(C3)C1)C2
    6.6%	?	?
- O=C(Nc1ccc(Cl)c(Cl)c1)OCc1cncs1
    7.9%	?	?
- Cc1nc2ccc(NC(=O)CS(=O)(=O)c3ccccc3)cc2s1
    2.3%	11.4%	2.7%

The list continues.
Results follow in this order: TDP1 block	TDP1 cell CPT	TDP1 cell noCPT
- Cc1c(NC(=O)CSCc2ccc(Br)cc2)c(=O)n(-c2ccccc2)n1C
    2.5%	-21.4%	10.5%
- O=C(/C=C/c1cccc([N+](=O)[O-])c1)NC(=S)Nc1cccc(NC(=O)c2ccccc2Cl)c1
    10.5%	14.6µM*	13µM*
- CN(C)c1ccc(CNC(=O)c2cnc3sc(N4CCCC4)nn3c2=O)cc1
    -0.6%	1.1%	2.0%
- Cc1cc(C)c(S(N)(=O)=O)c(C)c1N(C)S(=O)(=O)c1ccccc1
    0.0%	7.3%	?
- Cc1cc(OC(C)C(=O)N(Cc2ccco2)C2CCS(=O)(=O)C2)ccc1Cl (centres undefined)
    .	?	?
- COc1cc(CN(C)CCc2ccccn2)cc(OC)c1OC
    -14.9%	-1.4%	-6.4%
- COc1cc(Br)c(CN2C(=O)NC3(CCCCCC3)C2=O)cc1OC
    16.9%	-5.8%	-14.6%
- COc1ccc(NC(=S)NNC(=O)Cn2nc([N+](=O)[O-])cc2C)cc1
    8.8%	10.9%	-3.1%
- CC(=O)c1cccc(NC(=O)C2Cc3c(-c4ccc(Cl)cc4)ccnc3O2)c1 (centres undefined)
    .	?	10.3µM*
- CC(=O)N1CCN(C2c3cccc4cccc(c34)C2NS(=O)(=O)c2ccccc2)CC1 (centres undefined)
    8.7%	2.8%	-22.0%
- COc1cccc(CNC(=O)c2sc3ncccc3c2-n2c(C)ccc2C)c1OC
    6.5%	10.3µM*	13µM*
- O=C(CSc1nnnn1-c1cccnc1)Nc1ccc(OCc2ccccc2)cc1
    0.0%	?	?
- C=CCN1C(=O)/C(=C/c2ccc(-c3ccc(F)cc3)o2)SC1=S
    .	-1.6%	-15.3%
- CNC(=O)NC(=O)C(OC(=O)CCNS(=O)(=O)c1ccccc1)c1ccccc1 (centres undefined)
    1.4%	1.2%	16.5%
- CCOC(=O)N1CCN(C(=O)C2CCN(S(=O)(=O)c3ccc(OCC)cc3)CC2)CC1
    1.9%[56.1 µM]	-7.0%	-2.0%
- Cc1ccc(NC(=O)Cn2c(SCc3cccc(F)c3)nc3ccncc32)c(C)c1
    5.1%	?	?
- CCOC(=O)C1(Cc2ccccc2)CCN(Cc2cnn(-c3ccccc3)c2)CC1
    .	-18.1%	?
- O=C(CSc1nnc(-c2ccc(O)cc2)n1-c1ccccc1)CC(=O)Nc1ccccc1
    1.4%	13.4%	2.1%
- Cc1cc2c(cc1C)CN(c1ccccc1)C2
    .	-25.3%	?
- Cc1ccc(NC(=O)c2cc3c(CO)cnc(C)c3oc2=Nc2cccc(C(N)=O)c2)cc1
    .	?	-19.5%
- CCN(CC)C(=O)/C(C#N)=C/c1cc(O)c(O)c([N+](=O)[O-])c1
    -4.3%	-17.8%	-18.9%
- CCOc1ccc(OCC)c(NC(=O)c2nnn(CC(=O)Nc3cc(Cl)ccc3OC)c2N)c1
    2.3%	-14.5%	-18.8%
- CCOC(=O)c1ccc(-n2c(CN3CCC(O)CC3)nc3ccc([N+](=O)[O-])cc3c2=O)cc1
    3.5%	20.6µM*	?
- CCc1ccc(NC(=O)C2CCN(S(=O)(=O)c3c(C)[nH]c(=O)[nH]c3=O)CC2)cc1
    -2.0%	1.9%	-1.1%
- CCC1Oc2ccccc2N(CC(=O)N2CCOCC2)C1=O (centres undefined)
    5.6%	9.4%	-12.5%
- O=C(C1CCCN(S(=O)(=O)c2cc(Cl)ccc2Cl)C1)N1CCOCC1 (centres undefined)
    4.3%[56.1 µM]	-4.9%	2.4%
- COCCOC(=O)C1=C(C)NC2=C(C(=O)CC(C)(C)C2)C1c1cccnc1 (centres undefined)
    2.1%	-24.6%	-1.9%
- NC(=O)C1(NC2CCCCC2)CCN(Cc2ccccc2)CC1
    .	-7.0%	-11.1%
- CCC(=O)c1ccc(OCc2ccc(C(=O)OC)cc2)cc1
    2.9%	-0.4%	?
- COc1ccccc1NC(=O)c1ccc2c(=O)n3c(nc2c1)CCC3
    2.6%	-9.7%	?

Some of these compounds in order of molar mass, smallest number first.
Results follow in this order: TDP1 block	TDP1 cell CPT	TDP1 cell noCPT
- CCC1Oc2ccccc2N(CC(=O)N2CCOCC2)C1=O (centres undefined)
    5.6%	9.4%	-12.5%
- CCN(CC)C(=O)/C(C#N)=C/c1cc(O)c(O)c([N+](=O)[O-])c1
    -4.3%	-17.8%	-18.9%
- COc1ccccc1NC(=O)c1ccc2c(=O)n3c(nc2c1)CCC3
    2.6%	-9.7%	?
- COCCOC(=O)C1=C(C)NC2=C(C(=O)CC(C)(C)C2)C1c1cccnc1 (centres undefined)
    2.1%	-24.6%	-1.9%
- CCc1ccc(NC(=O)C2CCN(S(=O)(=O)c3c(C)[nH]c(=O)[nH]c3=O)CC2)cc1
    -2.0%	1.9%	-1.1%
- CCOC(=O)c1ccc(-n2c(CN3CCC(O)CC3)nc3ccc([N+](=O)[O-])cc3c2=O)cc1
    3.5%	20.6µM*	?

(more compounds)
Results follow in this order: TDP1 block	TDP1 cell CPT	TDP1 cell noCPT
- CCOC(=O)c1sc(NC(=O)c2cccnc2)c(C#N)c1C
    2.0%	8.7%	-1.1%
- CSc1ccc(NC(=O)/C=C/C(=O)O)cc1
    5.7%	13.8%	-18.4%
- C[C@@H]1CN([C@H](C)CO)C(=O)CCCn2cc(nn2)CO[C@H]1CN(C)C(=O)CCC(F)(F)F
    .	-6.4%	-20.3%
- OC1(c2ccccc2F)CCN(Cc2nnnn2CCc2ccccc2)CC1
    -1.4%	-18.7%	-15.6%
- COC(=O)C(Cc1c[nH]c2ccccc12)NC(C)=O (centres undefined)
    5.1%[56.1 µM]	-6.5%	-12.3%
- Cc1ccc(Cl)cc1N1CCN(C(=O)CCc2nnc3n(C)c(=O)c4ccccc4n23)CC1
    -1.0%	-29.2%	-32.3%
- O=C(NCC1CCCO1)c1cccc(NS(=O)(=O)c2ccccc2)c1 (centres undefined)
    -0.1%	-19.6%	-6.6%
- CC1CCCCN1CCCNC(=O)C1CCCN(c2ncnc3c2nc2n3CCCCC2)C1 (centres undefined)
    0.7%	0.7%	-9.0%
- CCCCN=C1NN=C(c2ccc3c(c2)OCCO3)CS1
    5.8%	-28.2%	-24.8%
- O=C(CSc1ccccn1)Nc1nncs1
    2.5%	0.2%	-11.8%
- CCN(C(=O)COC(=O)c1ccc2c(c1)OCO2)c1ccc(F)cc1
    0.1%	?	-0.8%
- CCOC(=O)C1CCN(c2nc3ccccc3nc2Cl)CC1
    2.7%	0.1%	-10.9%
- Cc1nc2cc(NC(=O)[C@@H]3C[C@@H](Sc4ccccn4)CN3C3CCCCCC3)ccc2s1
    .	15.5%[9.04 µM]	1.0%
- CN(C)/C=C1\NC(=S)N(c2ccccc2)C1=O
    .	31.6%	-9.7%
